Assay outcomes (PubChem BioAssay)
Apaf-1 inh – human Apaf-1 inhibition | reconstituted apoptosome caspase-3 activity, DEVD-Rh110 fluorescence | inhibition, % at 20 µM | actives 0.71% (n = 330,000); active means inhibition of at least 40% at 20 µM;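 further: plate controls were DMSO wells for no effect and DEVD-CHO caspase inhibitor wells for full effect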
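Assay system – apoptosome proteins · Medium – Hepes buffer, pH 7.5 · Also added – cytochrome c with DEVD-Rh110 · Timing – 30 min compound preincubation, 50 min activation, room temperature · Detection – Rh110 fluorescence, excitation 480 nm, emission 540 nm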
SENP7 inh – inhibitors of human SENP7 protease | recombinant SENP7, Z-RLRGG-aminoluciferin luminescence, 40 min | actives 1.5% (n = 330,000) | Q9BQF6 | inhibition, % at 5 µM | AID 434973;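 active means inhibition above about 50% at the single test dose, limit read from the data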;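 further: plate controls were DMSO with enzyme for no effect and no enzyme buffer wells for full effect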
Target sequence (Q9BQF6 706-1050 limits assumed): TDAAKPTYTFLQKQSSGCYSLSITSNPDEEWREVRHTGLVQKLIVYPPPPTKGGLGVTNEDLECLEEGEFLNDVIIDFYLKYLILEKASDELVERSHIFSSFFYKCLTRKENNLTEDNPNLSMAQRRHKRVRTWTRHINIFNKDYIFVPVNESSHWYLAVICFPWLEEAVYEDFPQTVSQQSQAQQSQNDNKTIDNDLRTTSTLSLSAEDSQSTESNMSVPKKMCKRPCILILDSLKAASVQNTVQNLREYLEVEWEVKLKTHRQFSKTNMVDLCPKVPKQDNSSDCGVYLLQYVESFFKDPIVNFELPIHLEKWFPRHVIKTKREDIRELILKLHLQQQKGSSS
SENP8 inh – blocks the human protease SENP8; Q96LD8; purified SENP8, Z-RLRGG-aminoluciferin cleavage, luminescence; inhibition, % at 10 µM; actives 1.2% (n = 330,000)
Target sequence (Q96LD8 whole entry, looked up): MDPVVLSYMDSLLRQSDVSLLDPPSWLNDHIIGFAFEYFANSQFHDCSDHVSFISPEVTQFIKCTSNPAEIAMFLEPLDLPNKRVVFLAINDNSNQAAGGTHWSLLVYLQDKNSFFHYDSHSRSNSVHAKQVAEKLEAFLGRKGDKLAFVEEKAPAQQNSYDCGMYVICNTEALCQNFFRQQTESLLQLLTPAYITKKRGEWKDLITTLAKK
HKDC1 inh – blocks human hexokinase HKDC1 activity. actives 0.16% (n = 340,000). Q2TB90. inhibition, % at 20 µM. recombinant HKDC1, G6PDH/diaphorase resazurin coupled fluorescence;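 active means inhibition above about 35% when tested at 20 µM, limit read from the data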;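 further: plate controls were DMSO wells with enzyme for no effect and DMSO wells lacking enzyme for full effect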
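Test system: Recombinant HKDC1 (HK5) hexokinase enzyme, produced in-house | Input: HKDC1 at 5 µg/mL | Buffer or medium: Tris pH 8.0 buffer with MgCl2, Tween-20, BSA, BME | Schedule: 90 min reaction incubation at room temperature, dark | Technique: Resazurin-to-resorufin fluorescence via G6PDH and diaphorase coupling, 525/613 nm | Controls: DMSO wells with and without enzyme mix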
Jurkat NFkB inh – inhibitors of the PMA/ionomycin-induced NF-kB reporter in Jurkat cells | actives 0.53% (n = 330,000) | inhibition, % at 4 µM | PMA/ionomycin-induced NF-kB luciferase reporter, luminescence
UBC13 polyUb – inhibitors of human UBC13 polyubiquitin chain formation; P61088; TR-FRET; inhibition, % at 20 µM; actives 0.47% (n = 330,000); AID 485273; in the data active means inhibition above about 45%, passing the limit was not always enough
Target sequence (P61088 whole entry, looked up): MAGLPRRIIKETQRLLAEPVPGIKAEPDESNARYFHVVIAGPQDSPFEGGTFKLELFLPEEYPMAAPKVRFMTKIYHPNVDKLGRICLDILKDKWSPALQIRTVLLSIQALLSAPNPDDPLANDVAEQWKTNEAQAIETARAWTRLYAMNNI
Gli-Sufu antag – blocks Gli-Sufu signaling in a luciferase reporter. AID 588413. Sufu-KO-LIGHT fibroblasts, Gli luciferase reporter luminescence. inhibition, % at 5 µM. actives 0.74% (n = 340,000);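 active means inhibition above about 55%, limit read from the data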;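 further: 0% = DMSO-treated cells and 100% = wells with medium but no cells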
697 NFkB inh – inhibitors of the PMA/ionomycin-induced NF-kB reporter in 697 B cells; 697 B-cell NF-kB luciferase reporter, 16 h; inhibition, % at 4 µM; actives 0.33% (n = 330,000); in the data active means inhibition above about 35%
Starred values were filed as active, the others as inactive; / = no result given. Unless noted, no stated cut-off is given here; in the data, active means inhibition above about 50%; inactive means the rest.

SMILES	Apaf-1 inh	SENP7 inh	SENP8 inh	HKDC1 inh	Jurkat NFkB inh	UBC13 polyUb	Gli-Sufu antag	697 NFkB inh
O=C(/C=C/c1ccccc1)NCCc1c[nH]c2ccccc12	-15	-3	12	-1	6	-2	4	-1
COc1cc2nc(SCc3c(C)noc3C)n(CCC3=CCCCC3)c(=O)c2cc1OC	34	-3	-7	4	1	-30	30	7
Cc1c(C)n2c(SCC(=O)NC3CCCC3)nnc2[nH]c1=O	1	-2	4	-6	1	2	-4	9
COc1ccc(-n2cc(-c3ccccc3)c3c(NCCCN4CCOCC4)ncnc32)cc1	-7	0	9	-1	6	5	10	10
COCCOC(=O)C1=C(C)OC(N)=C(C#N)C1c1ccc2c(c1)OCO2 (configuration not stated)	5	-2	2	-1	13	3	4	12
O=C(NCc1cccnc1)c1cc2ccccc2oc1=O	-15	1	-3	-11	-12	-4	-1	11
CC1(c2ccccc2Br)NC(=O)N(CC(=O)NC2CCCCC2)C1=O (configuration not stated)	-13	-3	0	-4	7	-1	-8	23
COC(=O)c1cc(NC2c3ccccc3C(=O)N2Cc2ccco2)cc(C(=O)OC)c1 (configuration not stated)	5	10	-5	-6	-16	-4	6	-7
CCOc1ccc(/C(O)=C2/C(=O)C(=O)N(CCOCCO)C2c2ccccn2)cc1 (configuration not stated)	-3	-7	-14	9	5	-15	0	1
CCCc1cc(Nc2cccc(OC)c2)n2ncnc2n1	8	11	-1	-2	-6	3	4	11
O=C(Nc1ccc2c(c1)OCCO2)c1cccc(Cl)c1	11	85*	77*	3	-137	-2	-43	-69
O=C(NCc1ccco1)c1cc(-c2cccnc2)nc2ccc(Cl)cc12	14	-2	-2	-2	5	-8	8	-3
COc1ccccc1C(=O)Nc1ccc(S(=O)(=O)N(C)c2ccccc2)cc1	3	-2	1	2	-16	4	-4	-16
Cc1cc(C)c2c(NC(=O)C3CC3)nn(C)c2n1	-4	-3	-4	-4	-9	8	-2	18
O=C(CO/N=C/c1ccccc1O)N1CCc2ccccc21	4	-2	-8	-5	-19	6	-2	18
Cc1ccc(S(=O)(=O)NCCNS(=O)(=O)c2ccccc2Br)cc1	20	-8	/	-4	/	/	2	14
CC(=O)CC(C)(C)S(=O)(=O)c1ccc(NC(C)=O)cc1	-17	3	-1	2	-1	4	2	11
Cc1ccsc1/C=N/n1c(-c2ccccc2)n[nH]c1=S	3	3	4	12	-6	10	2	7
O=C(NCc1cccc(CNC(=O)c2ccco2)c1)c1ccco1	-4	-7	-16	1	22	-8	7	-14
O=C(C1CCN(S(=O)(=O)c2ccccc2)CC1)N1CCN(Cc2ccccc2)CC1	-7	-1	-7	-7	9	7	-6	-9

The closing two compounds of the part before are carried over, then new ones follow:
SMILES	Apaf-1 inh	SENP7 inh	SENP8 inh	HKDC1 inh	Jurkat NFkB inh	UBC13 polyUb	Gli-Sufu antag	697 NFkB inh
O=C(NCc1cccc(CNC(=O)c2ccco2)c1)c1ccco1	-4	-7	-16	1	22	-8	7	-14
O=C(C1CCN(S(=O)(=O)c2ccccc2)CC1)N1CCN(Cc2ccccc2)CC1	-7	-1	-7	-7	9	7	-6	-9
COc1cccc(OCc2cc(C(=O)N3CCN(C(C)=O)CC3)no2)c1	-3	-15	-6	-2	-62	3	-4	-73
CC(=O)c1ccc(N2Cc3ccccc3C2)cc1	7	14	-6	2	-85	-3	-79	-110
Cc1cc(=O)[nH]c(SCC(=O)N2CCC(Cc3ccccc3)CC2)n1	0	5	3	3	4	-2	31	14
COCc1cc(C)nc(SCC(=O)Nc2ccccc2C)c1C#N	2	-1	3	1	5	-4	4	-5
CC(=O)Nc1cccc(NC(=O)COC(=O)C2CC3CCCC(C2)C3=O)c1 (configuration not stated)	4	0	-3	2	-4	-5	-3	-6
O=C(C[C@H]1C/C=C\CC[C@H](Cc2ccc(F)cc2)C(=O)OC[C@@H](Cc2c[nH]c3ccccc23)NC1=O)NCCO	2	-1	6	-2	6	14	14	18
CCCC(=O)NC(c1ccc(OC)c(OC)c1)c1cc(Cl)c2cccnc2c1O (configuration not stated)	3	-1	-11	-34	-8	-32	34	-14
COc1cc(CN2CCN(S(=O)(=O)c3ccc(NC(C)=O)cc3)CC2)cc(OC)c1O	-5	2	-3	8	6	0	-1	-7
CCOCCn1c(SCc2ccc(F)cc2)nc2c1c(=O)[nH]c(=O)n2C	2	3	9	-2	14	-4	3	2
Cc1ccc2[nH]cc(C(=O)CN3CCN(c4ccccc4F)CC3)c2c1	-7	-3	0	-4	3	-1	0	20
Cc1ccsc1C(=O)N1CCN(S(=O)(=O)c2cccs2)CC1	-11	2	-3	-4	-4	24	2	10
O=C(O)c1ccc(-n2nnc3ccccc32)c([N+](=O)[O-])c1	5	0	-8	3	3	-9	-6	-11
CCOc1ccc(CC(=NCCc2ccccc2)C2=C(O)CC(C)(C)CC2=O)cc1OCC	16	-11	-6	-9	-25	-3	4	-17
O=C(CN1C(=O)COc2ccc(S(=O)(=O)N3CCCCC3)cc21)NCc1ccccc1Cl	15	5	-8	-5	15	-5	/	-18
CC(C)=C1C2CCC1C1C(=O)N(c3nc(-c4ccccc4)c(C)s3)C(=O)C21 (configuration not stated)	19	2	9	5	10	5	1	-16
CN(C)c1ccc(N=Nc2nc3ccccc3n2C)cc1	11	100*	97*	7	-75	-463	-93	-113
COc1ccc(NS(=O)(=O)c2cc3c4c(c2)CCN4C(=O)CC3)c(OC)c1	-7	3	-7	0	-9	-5	8	0
CCCc1nc(Cl)c(C#N)c2c1CCCC2	2	6	-1	6	8	8	-11	-13
CCC(CO)Nc1ncnc2onc(-c3ccc(F)cc3)c12 (configuration not stated)	-4	1	-6	-5	4	5	26	-8
CC1(C)OC(=O)C(=NNc2ccccc2C(=O)O)C(=O)O1	-14	4	0	-3	-11	-8	-3	-3
CCOc1ccc(/C=C/C(=O)NC2CCCCC2)cc1	1	2	3	-6	-36	3	-25	3
COc1ccc(C(=O)/C=C/Nc2cc(C)ccn2)cc1	-165	95*	95*	-4	-131	-6	-79	-209
O=C(N/N=C/c1cn(-c2ccccc2)nc1-c1cc2ccccc2o1)c1ccncc1	8	5	0	-10	-155	-13	-110	-142
CC(=O)C(Cc1cccc(F)c1)(Cc1cccc(F)c1)C(C)=O	7	8	9	5	3	11	-11	6
Cn1cc(CCC(=O)N2CCCC(CCC(=O)NCc3ccccc3F)C2)cn1 (configuration not stated)	-16	6	3	-4	4	-3	-2	25
COc1cc(/C=N/Nc2ccnc(=O)[nH]2)ccc1O	5	8	3	-1	-10	-1	4	-4
Cc1cn(-c2ccc(Br)cc2)[nH]c1=O	7	2	4	-13	-2	-4	-7	-30
COc1ccc(-c2n[nH]c(=S)n2N)c(OC)c1	-3	-5	-7	-4	6	-14	-4	-1
Cn1cccc1Cc1nnc(SCC(=O)N2CCCc3ccccc32)n1-c1ccc(F)cc1	-3	10	-11	-6	-3	-6	-3	-9
CCOC(=O)C1CSc2[nH]c(=O)sc2C1c1ccccc1 (configuration not stated)	2	1	5	-1	2	1	4	-1
COc1ccc(C(=O)COC(=O)c2ccccc2O)c(OC)c1	-5	43	31	0	-63	-5	-17	-20
Cn1c(CN2CCCC2)nc2cc(NC(=O)COc3ccccc3)ccc21	53*	18	-10	2	-15	2	0	-33
O=C(COC(=O)c1ccc(S(=O)(=O)NCc2ccco2)cc1)NCc1ccc(F)cc1	-7	1	-10	-3	-10	15	-5	8
CC(CC(C)C(=O)Nc1ccccc1C(C)(C)C)C(=O)O (configuration not stated)	-8	2	1	-6	-1	0	0	-1
Cc1ccc(-c2cc(=O)[nH]c3ccccc23)cc1	25	-7	-12	-2	-20	1	-13	-14
O=C(C1CCCN(Cc2ccccc2F)C1)N1CCCCC1 (configuration not stated)	-8	-3	3	1	8	-1	7	4
O=C(NCCN1CCOCC1)C(=O)NCC1OCCN1S(=O)(=O)c1ccccc1 (configuration not stated)	-5	-1	-6	-3	-14	-1	0	-9
Cc1cc(/C=N/n2cnnc2)c(C)n1-c1ccc2c(c1)OCO2	-17	10	1	-6	8	3	1	4
CC(C)Oc1cccc(C(=O)C2CCCN(C(=O)c3noc4c3CCCC4)C2)c1 (configuration not stated)	13	2	0	-2	-9	2	14	7
CCC(C)(C)n1nnnc1C(c1ccc(O)c(OC)c1)N1CCc2ccccc2C1 (configuration not stated)	-6	-2	4	10	10	9	-1	11
CCCCCNC(=O)c1cc(S(=O)(=O)N2CCCC2)ccc1F	4	3	0	-11	-4	12	1	4
CC(C)NC(=O)c1ccc(-n2c(=S)[nH]c3ccccc3c2=O)cc1	-5	5	2	/	-10	16	/	17
COc1ccc(OC)c(C(=O)CSc2nnc(-c3cccnc3)n2C)c1	-7	7	5	6	5	-3	-2	29
COc1ccc(NC(=O)C2CCN(c3nnnn3-c3ccccc3)CC2)cc1	2	-1	-5	2	4	5	15	21
Cc1ccc(-c2cc(C(=O)NCCCN3CCOCC3)c3ccc(Cl)c(C)c3n2)cc1	55*	-1	-3	-5	3	28	6	10
COCCC(=O)N1CCC(Oc2ccc(C(=O)NCc3ccon3)cc2)CC1	1	-3	-3	-5	-6	3	3	-4
C=CCNC(=S)NNC(=O)Cn1c(-c2ccccc2)cc(=O)n2ncnc12	2	-7	4	-2	-10	1	0	7
CNc1c([N+](=O)[O-])cnn1-c1ccccc1F	-8	7	5	-4	-11	-7	-12	11
Cc1cc2oc(C(=O)Nc3ccc(S(=O)(=O)Nc4ncccn4)cc3)cc(=O)c2cc1Cl	0	6	7	-3	9	-8	-12	3
CCOc1cccc(=O)c2c(C)n(CC3CCCO3)c(C)c12 (configuration not stated)	-5	4	7	-1	5	-10	7	23

Next section; it opens with the four that closed the last part.
SMILES	Apaf-1 inh	SENP7 inh	SENP8 inh	HKDC1 inh	Jurkat NFkB inh	UBC13 polyUb	Gli-Sufu antag	697 NFkB inh
C=CCNC(=S)NNC(=O)Cn1c(-c2ccccc2)cc(=O)n2ncnc12	2	-7	4	-2	-10	1	0	7
CNc1c([N+](=O)[O-])cnn1-c1ccccc1F	-8	7	5	-4	-11	-7	-12	11
Cc1cc2oc(C(=O)Nc3ccc(S(=O)(=O)Nc4ncccn4)cc3)cc(=O)c2cc1Cl	0	6	7	-3	9	-8	-12	3
CCOc1cccc(=O)c2c(C)n(CC3CCCO3)c(C)c12 (configuration not stated)	-5	4	7	-1	5	-10	7	23
CCCCn1nnc(NC(=S)NC(=O)c2cccs2)n1	7	-6	-16	-11	-24	-14	-10	5
Cn1c(=O)n(C)c2cc([N+](=O)[O-])c(N3CCN(C(=O)c4ccc(F)cc4)CC3)cc21	-6	7	2	1	10	-36	42	-7
CCOCC(=O)Nc1nnc(COC)s1	-3	0	4	0	10	-6	0	2
CC(=O)Oc1cccc(NC(=O)c2cccc(C(=O)Nc3cccc(OC(C)=O)c3)c2)c1	-2	6	2	-7	-4	4	-4	-1
CCC(C)(C)NC(=O)C(c1ccccc1Cl)N(C(=O)CCC(=O)Nc1cc(C)on1)C(C)(C)C (configuration not stated)	18	-8	-9	-7	3	-11	0	9
OC(CN1CCCC(C(F)(F)F)C1)c1ccccc1 (configuration not stated)	5	-9	-4	-3	-35	-3	-8	-34
CCN(CC)S(=O)(=O)c1cccc(C(=O)NCCCn2ccnc2)c1	-15	-4	0	-1	13	12	1	-4
Cc1ccc(-c2cnc(NC(=O)c3cccc(Br)c3)s2)c(C)c1	-23	1	-4	-1	-3	10	0	9
COc1cc(NC(=O)C(C)Oc2ccccc2)c(OC)cc1NC(=O)c1ccccc1 (configuration not stated)	15	-9	-9	2	-15	-6	9	-17
Cc1ccc(S(=O)(=O)N2CCN(C(=O)C3CCCO3)CC2)cc1C (configuration not stated)	-1	-1	6	-2	4	-3	3	-7

Shown as a hit in SENP7 inh, among the entries above:
smiles | SENP7 inh | HKDC1 inh | Jurkat NFkB inh | UBC13 polyUb | 697 NFkB inh
O=C(Nc1ccc2c(c1)OCCO2)c1cccc(Cl)c1 | 85* | 3 | -137 | -2 | -69
CN(C)c1ccc(N=Nc2nc3ccccc3n2C)cc1 | 100* | 7 | -75 | -463 | -113
COc1ccc(C(=O)/C=C/Nc2cc(C)ccn2)cc1 | 95* | -4 | -131 | -6 | -209
